Bim-Bcl-B = inhibitors of Bim-Bcl-B interaction, human. Q9HD36. 190,000 compounds, 0.073% hits. AID 951. inhibition, % at 10 µM. bead-based flow cytometry, Bim peptide-Bcl-B binding;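 further: 0% = tracer peptide without compound and 100% = reference inhibitor peptide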
Target sequence (Q9HD36 whole entry, looked up): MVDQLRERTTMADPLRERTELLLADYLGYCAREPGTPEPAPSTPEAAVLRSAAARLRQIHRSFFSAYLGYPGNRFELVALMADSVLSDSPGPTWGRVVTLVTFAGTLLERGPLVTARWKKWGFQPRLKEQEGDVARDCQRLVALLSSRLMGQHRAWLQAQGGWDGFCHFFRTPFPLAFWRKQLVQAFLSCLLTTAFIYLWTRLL
Bcl-W Bim block = inhibitors of Bim-Bcl-W interaction, human; bead-based flow cytometry, Bim peptide-Bcl-W binding; inhibition, % at 10 µM; 190,000 compounds, 0.02% hits;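 further: 0% = bound tracer without compound and 100% = peptide blocker; higher means less fluorescent Bim peptide bound to Bcl-W beads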
Target sequence (Q92843 whole entry, looked up): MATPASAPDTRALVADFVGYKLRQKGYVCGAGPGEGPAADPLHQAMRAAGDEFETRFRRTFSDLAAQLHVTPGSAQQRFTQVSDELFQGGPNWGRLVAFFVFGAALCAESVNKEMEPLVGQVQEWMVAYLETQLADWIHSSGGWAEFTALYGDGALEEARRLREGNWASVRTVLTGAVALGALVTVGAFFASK
Bcl-XL Bim block = disrupts Bim peptide binding to human Bcl-XL; inhibition, % at 10 µM; Q07817; 190,000 compounds, 0.04% hits; bead flow cytometry, fluorescence; AID 1007
Mcl1 Bid PPI = disrupts binding of human Mcl-1 to Bid peptide | Q07820 | TR-FRET Mcl-1/Bid-Dy647 peptide binding, 1536-well | inhibition, % at 21.7 µM | 220,000 compounds, 0.97% hits;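 active means compounds that cut the binding signal by more than half at the single screening dose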;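 further: His-tagged Mcl-1 with europium anti-His antibody binding Bid BH3 peptide; 0% = Mcl-1 plus peptide wells and 100% = peptide-only wells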
RGS7-Gao reg = modulates binding of RGS7 to human Galphao. P09471. Multiplexed bead flow cytometry; actives lie on both sides. binding response (% of control), % at 10 µM. 220,000 compounds, 0.35% hits. AID 1439; in the data active means binding response below about 49% or above about 150%; inconclusive means no clear call, values can overlap the other calls; inactive means in between;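 further: fluorescent Galphao held in activated GDP-AlF4 state binding bead-coupled RGS7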
Target sequence (P09471 whole entry, looked up): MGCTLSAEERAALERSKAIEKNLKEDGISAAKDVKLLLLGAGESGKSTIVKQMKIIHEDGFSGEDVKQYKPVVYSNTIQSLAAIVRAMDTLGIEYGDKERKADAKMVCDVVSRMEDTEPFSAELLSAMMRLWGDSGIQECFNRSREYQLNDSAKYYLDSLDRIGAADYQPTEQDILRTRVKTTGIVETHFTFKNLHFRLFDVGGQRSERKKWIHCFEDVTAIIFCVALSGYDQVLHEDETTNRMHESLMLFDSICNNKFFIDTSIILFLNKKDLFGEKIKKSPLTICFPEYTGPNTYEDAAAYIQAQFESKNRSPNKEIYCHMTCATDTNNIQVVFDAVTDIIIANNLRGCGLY
Bcl-2 Bim block = disrupts Bim peptide binding to human Bcl-2; Bead-based flow cytometry, Bim peptide-Bcl-2 binding; P10415; 190,000 compounds, 0.06% hits; inhibition, % at 10 µM; AID 950; in the data active means inhibition above about 40%; inconclusive means no clear call, values can overlap the other calls;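 further: 0% = no compound wells with probe peptide and 100% = reference peptide inhibitor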
Target sequence (P10415 whole entry, looked up): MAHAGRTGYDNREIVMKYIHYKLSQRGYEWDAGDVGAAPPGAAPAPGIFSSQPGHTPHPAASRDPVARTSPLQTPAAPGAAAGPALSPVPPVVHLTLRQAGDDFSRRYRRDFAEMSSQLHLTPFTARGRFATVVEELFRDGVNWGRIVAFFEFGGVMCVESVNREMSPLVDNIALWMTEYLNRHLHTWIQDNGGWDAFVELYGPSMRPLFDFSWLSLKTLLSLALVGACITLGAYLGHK
Bim-Mcl-1 = disrupts Bim peptide binding to human Mcl-1; Q07820; Bead-based flow cytometry, Bim peptide-Mcl-1 binding; inhibition, % at 10 µM; 190,000 compounds, 0.1% hits;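 further: 0% = no compound tracer wells and 100% = peptide blocker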
Bim-Bfl-1 = human Bim-Bfl-1 interaction inhibition; AID 1008; Bead-based flow cytometry, Bim-Bfl-1 binding inhibition; 190,000 compounds, 0.12% hits; Q16548; inhibition, % at 10 µM;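 further: 0% = wells without compound plus tracer and 100% = blocker peptide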
RGS4-Gao reg = modulates binding of RGS4 to human Galphao. P09471. Multiplexed bead flow cytometry; actives lie on both sides. 220,000 compounds, 0.33% hits. binding response (% of control), % at 10 µM; in the data active means binding response below about 49% or above about 150%; inactive means in between;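 further: fluorescent Galphao activated with aluminum fluoride binding bead-coupled RGS4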
RGS8-Gao = human RGS8-Galphao interaction regulation | P09471 | multiplexed bead flow cytometry, RGS8-Galphao binding; actives lie on both sides | response (percent of control binding), % at 10 µM | 220,000 compounds, 0.34% hits | AID 1423; in the data active means response below about 60% or above about 140%; inactive means in between;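 further: Galphao activated as the GDP aluminium fluoride complex binding bead-coupled RGS8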
Mcl1-Noxa inh = Mcl-1/Noxa interaction inhibition. Q07820. TR-FRET Mcl-1/Noxa peptide binding, 2 h. inhibition, % at 21.7 µM. 220,000 compounds, 1.5% hits. AID 1022;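 active means compounds that cut the protein-peptide binding signal by more than 50% relative to plate controls in a single-dose test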;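 further: His-tagged Mcl-1 with rhodamine Noxa BH3 peptide and terbium anti-His antibody; 0% = Mcl-1 plus Noxa peptide wells and 100% = peptide-only wells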
* hit, by the source's call; ? = inconclusive; . = not tested or not shown. Unless noted, no stated cut-off is given here; in the data, active means inhibition above about 40%.

SMILES	Bim-Bcl-B	Bcl-W Bim block	Bcl-XL Bim block	Mcl1 Bid PPI	RGS7-Gao reg	Bcl-2 Bim block	Bim-Mcl-1	Bim-Bfl-1	RGS4-Gao reg	RGS8-Gao	Mcl1-Noxa inh
CN1/C(=C\C=C(C#N)C#N)C(C)(C)c2ccccc21	-4	-2	-3	-26	101	0	3	-6	100	103	4
O=C1C(=O)N(c2cccc(Cl)c2)C(c2ccccc2[N+](=O)[O-])/C1=C(\O)c1ccccc1 (centres undefined)	0	0	0	-27	96	-2	-1	-3	92	95	12
O=C(CSc1nc2ccccc2c(=O)[nH]1)Nc1ccccc1N1CCOCC1	-2	0	0	-31	94	-2	0	-7	93	98	6
CCn1c(C)c(CS(=O)(=O)c2ccccc2)[nH]c1=O	0	-2	0	-55	97	-4	0	-3	99	100	21
COc1ccc(OC)c2c1C(=O)C(Cl)=C(Cl)C2=O	.	.	.	-78	?	.	.	.	58	45*	99*
COc1ccc(NC(=S)N(Cc2ccc(C)cc2)Cc2ccccn2)cc1	-7	-4	-5	-35	100	-4	-2	-7	101	100	9
CCCCC1CCC(C(=O)OCC(=O)Nc2ccc(S(N)(=O)=O)cc2)CC1 (centres undefined)	-6	-2	-5	-8	96	-8	-4	-14	98	99	15
CCOc1ccccc1C(=O)N[C@H](C(=O)Nc1ccc(OC)c(S(=O)(=O)N2CCOCC2)c1)C(C)C	-4	-1	-3	-19	98	-4	-1	-6	103	103	-10
CCN(Cc1ccccc1)Cc1c(C)[nH]c2c(C)c(C)ccc2c1=O	-9	-3	-4	-3	100	-7	-1	-15	101	102	6
COC(=O)c1cc2sccc2n1CC(=O)N1CCCc2ccccc21	0	0	0	-12	99	2	0	-2	101	100	16
COc1ccc(-c2cc(C(F)(F)F)nc(-n3cncn3)n2)cc1	2	-4	-5	-6	102	-1	-1	-3	101	101	1
N#Cc1nc(Cc2cccc3ccccc23)oc1N1CCCCC1	-7	-1	-1	-21	96	-9	0	-11	102	101	9
O=C(Nc1nonc1NC(=O)C1CCCCC1)C1CCCCC1	-10	0	5	-14	99	-9	-4	-11	97	100	8
CC(=O)c1cc(C)ccc1OC(=O)CCN1C(=O)C2C3c4ccccc4C(c4ccccc43)C2C1=O (centres undefined)	-8	-1	-6	0	103	-13	-5	-9	104	103	2
Cc1ccc(C(C(=O)NC2CCCCC2)N2CCOCC2)cc1 (centres undefined)	0	-5	-2	-15	105	-4	6	-3	102	109	38
COc1ccc(S(=O)(=O)NCCc2c(C)nn(C)c2Oc2ccccc2)cc1	2	2	0	-14	102	1	1	1	100	100	-7
O=C(Nc1nccs1)c1ccccc1[N+](=O)[O-]	-11	-4	-7	-11	103	-5	-3	-15	100	102	11
CCc1nnc(NS(=O)(=O)c2ccc(NC(=O)c3cc4ccccc4oc3=O)cc2)s1	-8	-4	-8	8	95	-5	-7	-8	98	104	64*
O=C(NCCc1ccccc1)/C(=N\O)c1ccccc1	-2	-1	-9	1	101	-1	-2	-6	101	102	-1
Cc1cc(-c2onc(C)c2C(=O)Oc2ccc(Cl)cc2)no1	.	.	.	-3	?	.	.	.	98	101	5

At a glance, seven of the compounds above.
SMILES	Bim-Bcl-B	Bcl-W Bim block	Bcl-XL Bim block	Mcl1 Bid PPI	RGS7-Gao reg	Bcl-2 Bim block	Bim-Mcl-1	Bim-Bfl-1	RGS4-Gao reg	RGS8-Gao	Mcl1-Noxa inh
CC(=O)c1cc(C)ccc1OC(=O)CCN1C(=O)C2C3c4ccccc4C(c4ccccc43)C2C1=O (centres undefined)	-8	-1	-6	0	103	-13	-5	-9	104	103	2
Cc1ccc(C(C(=O)NC2CCCCC2)N2CCOCC2)cc1 (centres undefined)	0	-5	-2	-15	105	-4	6	-3	102	109	38
COc1ccc(S(=O)(=O)NCCc2c(C)nn(C)c2Oc2ccccc2)cc1	2	2	0	-14	102	1	1	1	100	100	-7
O=C(Nc1nccs1)c1ccccc1[N+](=O)[O-]	-11	-4	-7	-11	103	-5	-3	-15	100	102	11
CCc1nnc(NS(=O)(=O)c2ccc(NC(=O)c3cc4ccccc4oc3=O)cc2)s1	-8	-4	-8	8	95	-5	-7	-8	98	104	64*
O=C(NCCc1ccccc1)/C(=N\O)c1ccccc1	-2	-1	-9	1	101	-1	-2	-6	101	102	-1
Cc1cc(-c2onc(C)c2C(=O)Oc2ccc(Cl)cc2)no1	.	.	.	-3	?	.	.	.	98	101	5

Other records.
SMILES	Bim-Bcl-B	Bcl-W Bim block	Bcl-XL Bim block	Mcl1 Bid PPI	RGS7-Gao reg	Bcl-2 Bim block	Bim-Mcl-1	Bim-Bfl-1	RGS4-Gao reg	RGS8-Gao	Mcl1-Noxa inh
O=C(Nc1cccs1)Nc1c(F)cc(F)cc1Br	-5	-3	-6	-28	99	0	-2	-1	100	101	9
COc1cc(OC)cc(C(=O)NCc2ccc3c(c2)cc(C)n3C)c1	-6	0	-2	-47	101	-4	-2	-2	95	96	20
Nc1nonc1-c1nc2ccccc2n1Cc1ccccc1	-9	0	-2	-14	98	-10	-2	-9	99	100	2
CCOC(=O)c1ccc(Nc2ccc([N+](=O)[O-])cn2)cc1	-1	1	-1	-17	97	-1	-1	2	93	80	5
C/C(=N/NC(=O)CNC(=O)c1cccc(F)c1)c1ccc2c(c1)CCCC2	-6	-3	-4	-24	80	-5	-2	-11	91	96	-8
CC(C)c1cc(N=NC(N)=O)cc(C(C)C)c1O	-9	-4	-8	-23	100	-5	-2	-9	99	103	-10
CC(=O)Nc1cc(C(=O)NCCN2CCN(Cc3ccccc3)CC2)ccc1Sc1ccc(C)cc1	4	-1	-3	4	112	0	-4	5	110	108	3
CC1(C)Cc2c(sc(NC(=O)Cc3ccccc3)c2C#N)CO1	.	.	.	-35	?	.	.	.	107	97	11
CCCc1cc(=O)oc2c(C)c(O)c(CN3CCCCC3)cc12	-2	0	-2	-90	105	0	-3	0	102	106	23
COc1ccc(S(=O)(=O)Nc2cccc(NC(C)=O)c2)cc1	-11	0	-12	-1	98	-12	-4	-19	100	102	3
NC(=O)c1ccc(NC(=O)C2CCCO2)cc1 (centres undefined)	-7	1	0	0	101	0	1	0	98	100	8
C=CCN(c1ccccc1)S(=O)(=O)c1cccc(C(=O)Oc2ccc3c(C)cc(=O)oc3c2)c1	-15	-7	-11	-7	100	-21	-7	-17	96	97	-9
Cc1cccc(C)c1NC(=S)N(C)CCc1ccccn1	-9	-6	-11	-43	101	-6	-8	-14	100	100	3
COc1ccccc1CC(=O)NNS(=O)(=O)c1ccccc1[N+](=O)[O-]	-3	-1	0	-31	103	-2	0	-3	106	104	4
Cc1ccc(C(C(=O)NCC2CCCO2)N(Cc2ccccc2F)C(=O)Cn2nnc(-c3cccs3)n2)cc1 (centres undefined)	2	-4	-6	-4	102	6	-7	9	98	100	9
COc1cc(Sc2ccc(C)cc2)c(OC)cc1N	1	7	1	-61	94	7	-1	20	87	93	46
O=C(CC(=O)N/N=C/c1ccc(F)cc1)N/N=C/c1ccc(F)cc1	.	.	.	-9	?	.	.	.	97	100	11
Cc1nccn1CCc1nc(N)nc(N)n1	-11	-2	-9	2	100	-14	-3	-19	102	100	7
O=C(NCc1ccccn1)/C(=N/O)c1ccccc1	-12	-10	-15	-28	101	-17	-8	-24	101	102	0
CCCC(=O)C1=C(O)C(c2cccc(Oc3ccccc3)c2)CCC1=O (centres undefined)	0	2	0	-3	?	-3	0	-8	103	99	-4

Reprinted from the part before: five compounds; new compounds follow.
SMILES	Bim-Bcl-B	Bcl-W Bim block	Bcl-XL Bim block	Mcl1 Bid PPI	RGS7-Gao reg	Bcl-2 Bim block	Bim-Mcl-1	Bim-Bfl-1	RGS4-Gao reg	RGS8-Gao	Mcl1-Noxa inh
COc1cc(Sc2ccc(C)cc2)c(OC)cc1N	1	7	1	-61	94	7	-1	20	87	93	46
O=C(CC(=O)N/N=C/c1ccc(F)cc1)N/N=C/c1ccc(F)cc1	.	.	.	-9	?	.	.	.	97	100	11
Cc1nccn1CCc1nc(N)nc(N)n1	-11	-2	-9	2	100	-14	-3	-19	102	100	7
O=C(NCc1ccccn1)/C(=N/O)c1ccccc1	-12	-10	-15	-28	101	-17	-8	-24	101	102	0
CCCC(=O)C1=C(O)C(c2cccc(Oc3ccccc3)c2)CCC1=O (centres undefined)	0	2	0	-3	?	-3	0	-8	103	99	-4
O=C(COc1ccc(Br)cc1)N1CCOCC1	-2	-3	-3	-12	102	-6	-3	0	102	100	-11
CCCCn1nc(C(=O)OCC(=O)Nc2sccc2C(N)=O)c2ccccc2c1=O	-4	2	0	-6	?	-2	-1	-6	104	103	23
CCOC(=O)C(C(=O)c1ccccc1)C1CC(C)NC(=S)N1 (centres undefined)	-13	-3	-6	-62	100	-1	-1	0	97	80	14
CC/C(=N/Nc1cccc(Cl)c1)c1cnnc(SC)n1	2	0	1	-12	101	2	2	0	101	100	24
O=C(Cn1cnc2scc(-c3ccc(F)cc3)c2c1=O)N1CCOCC1	-7	0	-2	-13	96	-8	0	-12	101	100	8
CCOC(=O)N1CCC(NCCNC(=O)c2ccc(Cl)cc2)CC1	-7	0	-7	30	101	-7	-2	-10	101	99	36
Cc1cc(C=O)c(C)n1-c1ccc(N2CCCCC2)c([N+](=O)[O-])c1	-2	1	-2	-83	102	-1	1	0	99	104	-6
COc1ccc(/C=C/C(=O)NCc2ccc(F)cc2)cc1S(=O)(=O)N1CCOCC1	.	.	.	-5	?	.	.	.	103	99	-17
Nc1ccc2c(c1)CC(=O)c1ccccc1S2	-9	-5	-8	-34	91	-5	-6	-3	93	82	8
CCCCCC(=O)NC(Nc1ccc(S(N)(=O)=O)cc1)C(Cl)(Cl)Cl (centres undefined)	-8	-3	-2	-9	103	-4	-5	-1	101	102	14
CCOC(=O)c1[nH]c(C)c(C(=O)N2CCN(c3ccc(F)cc3)CC2)c1C	-4	0	-2	-10	103	-4	2	-14	100	101	-3
CCCCOc1ccc(CSC(=N)N)cc1Cl	.	.	.	-16	?	.	.	.	98	97	19
O=[N+]([O-])c1nn(-c2ccccc2)[n+]([O-])c1N1CCN(c2ccccc2)CC1	0	0	0	-15	103	0	3	-2	104	104	15
CCCCn1c(=NC(=O)c2ccco2)c(C(=O)OCC)cc2c(=O)n3cccc(C)c3nc21	.	.	.	-10	?	.	.	.	66	91	17
Clc1ccccc1-c1nc2ccccc2c2nc3ccccc3n12	-10	-7	-5	-20	103	-16	-7	-18	103	101	13
CC(=O)n1cc([C@@H]2C=C(C(=O)Nc3ccccc3)O[C@H](OCCCCO)C2)c2ccccc21	-5	0	1	-11	95	0	0	-4	97	100	12
